TAAR1 agonist: human TAAR1 agonism; Q96RJ0; CHO RD-HGA16 TAAR1, Fluo-8 calcium fluorescence; vehicle wells 0%, saturating PEA agonist 100%; activation, % at 3 µM; actives 0.99% (n = 360,000);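 active means activation above the mean activation of all test compounds in the run plus 3 SD, cut at about 38% in these data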
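test system = CHO RD-HGA16 cells carrying human TAAR1 plus Gα16 | schedule = 17-24 h seeding, 75 min 37 °C dye, 30 min RT | compound dosing = 3 µM single concentration | control set = DMSO and PEA EC100 | replicates = n 1 | signal = Fluo-8 fluorescence, 5 s baseline then 140 s kinetic read | measure = percent activation vs PEA EC100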
CHRM1 antagonist: human CHRM1 antagonism; P11229; inhibition, % at 3 µM; AID 588852; actives 1.3% (n = 360,000); CHO-K1 hM1, Fluo-8 calcium fluorescence, ACh EC80 antagonist;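 active means percent inhibition above its own plate's cutoff, namely the mean of that plate's compound wells plus 3 SD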;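 further: peak over basal fluorescence ratio during 140 s after agonist addition; 0% = ACh EC80 plus DMSO and 100% = DMSO alone without agonist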
OXTR ag: activates the human oxytocin receptor. P30559. CHO-OTR cells, Fluo-8 calcium fluorescence; normalized: DMSO 0%, oxytocin 100%. activation, % at 3 µM. actives 0.32% (n = 320,000). AID 2435;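 active means activation above the mean of all tested compounds plus 3 SD, cutoff set per screening run, cut at about 20% in these data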;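 further: peak over basal fluorescence ratio from a 100 s FLIPR kinetic read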
Target sequence (P30559 whole entry, looked up): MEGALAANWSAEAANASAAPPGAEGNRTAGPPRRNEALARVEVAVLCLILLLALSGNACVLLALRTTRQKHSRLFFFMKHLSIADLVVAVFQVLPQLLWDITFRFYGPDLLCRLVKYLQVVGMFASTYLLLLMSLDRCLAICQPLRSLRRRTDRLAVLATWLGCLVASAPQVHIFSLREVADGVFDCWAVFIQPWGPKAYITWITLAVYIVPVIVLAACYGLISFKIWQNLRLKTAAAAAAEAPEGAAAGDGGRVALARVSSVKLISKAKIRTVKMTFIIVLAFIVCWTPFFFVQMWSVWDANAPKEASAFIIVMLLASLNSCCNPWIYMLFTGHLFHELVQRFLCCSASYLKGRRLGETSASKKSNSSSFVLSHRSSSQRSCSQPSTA
M1 PAM: human CHRM1 positive allosteric modulation; actives 0.088% (n = 360,000); AID 588819; activation, % at 3 µM; P11229; CHO-K1 hM1, Fluo-8 calcium fluorescence, ACh EC20; 0% = ACh EC20, 100% = maximal ACh; in the data active means activation above about 19%, passing the limit was not always enough
TAAR1 antag: antagonists of human TAAR1. CHO RD-HGA16 TAAR1, Fluo-8 calcium fluorescence, antagonist. Q96RJ0. inhibition, % at 3 µM. actives 1.5% (n = 360,000). AID 624466;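 active means inhibition above a per-plate cutoff, the mean inhibition of test compounds on that plate plus 3 SD, cut at about 49% in these data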;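 further: 0% = DMSO plus EC80 beta-PEA response and 100% = DMSO alone without agonist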
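Test system: CHO RD-HGA16 cells bearing hTAAR1 | Reagent: β-PEA, EC80 | Compound dosing: 3 µM, single point | Schedule: Dye loading 75 min at 37 °C, then 30 min room temperature | Signal: Calcium fluorescence with Fluo-8 | Evaluation: Percent inhibition of PEA-evoked calcium signal, max/basal emission ratio | Control set: DMSO-only wells and EC80 β-PEA-stimulated wells | Repeats: Singlicate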
OXTR potentiate: human OXTR potentiation; P30559; CHO-OTR cells, Fluo-8 calcium fluorescence, potentiator mode; 0% = oxytocin EC15, 100% = EC100; activation, % at 3 µM; actives 0.061% (n = 320,000);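 active means activation above that plate's cutoff, the mean activation of tested compounds plus 3 SD, cut at about 6.6% in these data, passing the limit was not always enough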;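 further: 100% uses oxytocin at 75 nM as the full agonist control; some results filed as inactive read as strong as hits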
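Measured by – Fluo-8 calcium dye fluorescence · Test system – human OTR in CHO cells · Dosing – one concentration, 3.0 µM compound · Controls – EC15 oxytocin alone as 0%, 75 nM oxytocin as 100% · Evaluation – normalized max/min fluorescence ratio, % activation · Timing – 6 min pre-incubation, 100 s read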
CHRM1 agonist: human M1 muscarinic receptor agonism; P11229; CHO-K1 hM1, Fluo-8 calcium fluorescence, agonist mode; 0% DMSO, 100% acetylcholine EC100; activation, % at 3 µM; actives 0.33% (n = 360,000);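 active means activation above the run's mean compound activation plus 3 SD, cut at about 16% in these data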;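 further: peak over basal fluorescence ratio within a 140 s kinetic read after compound addition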
CHO parental Ca: signal in parental CHO cells, OX1R antagonist counter-screen; AID 463079; parental CHO-K1, ATP-induced calcium, Fluo-8 fluorescence; actives 0.63% (n = 330,000); inhibition, % at 5.6 µM;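 active means inhibition above that plate's mean sample inhibition plus 3 SD, cut at about 26% in these data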;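 further: 0% = ATP-challenged DMSO wells and 100% = DMSO wells without ATP; some compounds past the cut are filed as inactive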
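Material – parental CHO cells · Reagent – ATP stimulus · Compound – single nominal dose of 5.6 µM per compound · Detection – Fluo-8 fluorescence · Read-out basis – percent inhibition of calcium signal · Controls – ATP-challenged DMSO wells low, unchallenged DMSO wells high · Repeats – no replicates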
V1R ag counter: activates human V1a receptor in oxytocin agonist counter-screen; P37288; CHO-V1R cells, Fluo-8 calcium fluorescence, agonist mode; 0% DMSO, 100% 3 nM vasopressin; activation, % at 3 µM; actives 0.25% (n = 320,000); AID 2797;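 active means activation above the mean activation of all tested compounds plus 3 SD, per screening run, cut at about 20% in these data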;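 further: signal is peak over basal fluorescence ratio across a 100 second FLIPR read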
Target sequence (P37288 whole entry, looked up): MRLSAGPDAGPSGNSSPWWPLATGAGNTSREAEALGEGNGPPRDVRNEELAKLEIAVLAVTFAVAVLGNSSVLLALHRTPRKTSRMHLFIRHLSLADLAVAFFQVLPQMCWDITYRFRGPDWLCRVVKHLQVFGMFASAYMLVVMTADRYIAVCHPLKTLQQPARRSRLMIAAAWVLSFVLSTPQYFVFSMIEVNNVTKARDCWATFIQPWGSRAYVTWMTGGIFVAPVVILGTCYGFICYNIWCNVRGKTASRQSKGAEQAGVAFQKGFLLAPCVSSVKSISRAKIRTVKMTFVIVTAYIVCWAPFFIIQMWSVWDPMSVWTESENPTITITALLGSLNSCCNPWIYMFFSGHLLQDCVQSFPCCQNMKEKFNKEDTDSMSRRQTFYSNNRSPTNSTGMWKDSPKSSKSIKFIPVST
An asterisk follows results filed as active; . = not tested or not shown; & = joins results of further samples.

1. Cc1ccccc1NC(=O)COC(=O)CCc1c[nH]c2ccccc12
2. O=c1c(-c2ccco2)[n+]([O-])c2ccccc2n1OCc1ccccc1F
3. Cc1ccccc1C(=O)NNC(=O)/C=C\C(=O)O
4. CN(C(=O)c1cccc(NC(=O)Cc2cccc(NC(=O)C3CCN(C(=O)C4CC4)CC3)c2)c1)C1CC1
5. CCOC(=O)N1CCN(S(=O)(=O)c2ccc(C)cc2)C1c1ccccc1 (stereo not drawn)
6. O=C(O)c1cc(S(=O)(=O)N2CCN(C(=O)c3ccco3)CC2)c(Cl)cc1Cl
7. Cc1ccc(S(=O)(=O)Nc2cc(C)nn2-c2ccccc2)cc1
8. O=C(O)c1cc(S(=O)(=O)N2CCOCC2)ccc1N1CCOCC1
screen / no.	1	2	3	4	5	6	7	8
CHRM1 antagonist	14	6	3	-11	17	-20	-6	-16
OXTR ag	2.5	-1.1	0.0	.	-2.6	0.0	0.2	0.5
M1 PAM	5	-4	-1	8	-2	9	4	6
V1R ag counter	2.2	0.4	-0.7	.	-0.8	1.1	0.0	0.5
CHO parental Ca	-8	-8	-5	.	-25	-15	-9	-3
OXTR potentiate	-8	-1	-1	.	-12	-13	-6	-6
CHRM1 agonist	2	-4	-1	-4	-1	0	-2	-3
TAAR1 agonist	19	6	0	5	10	9	11	2
TAAR1 antag	5	0	5	-16	35	-8	-8	17

9. COc1ccc2c(CC(=O)OCC(=O)c3ccccc3OC)coc2c1
10. O=C(COc1ccccc1)Nc1cccc(-c2nc3ccccc3[nH]2)c1
11. CCCCOc1ccc(C(=O)Oc2cccnc2)cc1
12. CN(C)/C=C/C(=O)c1ccc(N2CCN(c3ncc(C(F)(F)F)cc3Cl)CC2)cc1
13. CCN(CC)CC#CCC(O)(c1ccccc1)C1CCCC1 (stereo not drawn)
14. Cc1cccc(C)c1NC(=O)COC(=O)CCc1c[nH]c2ccccc12
15. C/C(NCC(C)(C)CN(C)C)=C(/C#N)C(=O)NCc1ccccc1
16. CCOC(=O)c1ccc(Oc2coc3cc(O)ccc3c2=O)cc1
screen / no.	9	10	11	12	13	14	15	16
CHRM1 antagonist	2	11	5	-7	102*	-5	-14	-11
OXTR ag	0.4	1.0	1.1	-0.5	2.8	4.7	1.8	3.3
M1 PAM	-2	-11	-5	9	-35	8	6	11
V1R ag counter	1.1	3.3	2.3	-0.4	0.3	2.7	1.3	8.5
CHO parental Ca	-8	-29	-2	-6	-9	-11	-11	1
OXTR potentiate	-12	-10	-19	-14	-5	-10	-14	-20
CHRM1 agonist	-1	-1	-4	0	-13	-2	-5	0
TAAR1 agonist	9	9	13	-4	10	9	7	-2
TAAR1 antag	-12	49*	9	-2	-12	11	-4	2

17. COc1ccc(Cc2n[nH]c(=S)n2NC(=O)Nc2ccc(Cl)c(Cl)c2)cc1
18. COc1cc(C2c3c(oc4cc(C)c(C)cc4c3=O)C(=O)N2c2cc(C)ccn2)ccc1O (stereo not drawn)
19. CCC(=O)Nc1ccc2nc(SCC(=O)N3CCCC3)sc2c1
20. CC(=O)c1ccc(NC(=O)Nc2cccc(Cl)c2)cc1
21. O=C(C(Cc1ccccc1)n1cccc1)N1CCc2ccccc21 (stereo not drawn)
22. COc1ccc(-n2nc(C(=O)NCC(=O)NCC3COc4ccccc4O3)c3ccccc3c2=O)c(OC)c1 (stereo not drawn)
23. Cc1cc(C)c(C#N)c(N2CCN(S(=O)(=O)Cc3ccccc3)CC2)n1
24. CC(=O)c1cccc(NC(=O)C2Cc3c(-c4cccc(C(C)=O)c4)ccnc3O2)c1 (stereo not drawn)
screen / no.	17	18	19	20	21	22	23	24
CHRM1 antagonist	27	-9	-5	27*	27	14	-12	-8
OXTR ag	1.3	1.6	0.3	18	-2.2	0.4	-0.6	.
M1 PAM	-11	7	5	-19	-20	2	7	-5
V1R ag counter	8.5	0.6	-0.8	12	-1.8	0.3	2.1	.
CHO parental Ca	52*	-12	0	38*	-15	-6	-17	.
OXTR potentiate	-7	1	-2	-18	-1	-4	-6	.
CHRM1 agonist	1	-4	-1	11	-6	0	1	3
TAAR1 agonist	12	3	.	33	1	2	4	11
TAAR1 antag	-27	-20	.	35	-7	7	-29	43

25. CC1(C)CC(=O)C(Sc2ccc(Br)cc2)=C(O)C1
26. O=C(O)CCCC(=O)Nc1ccccc1SCCS(=O)(=O)c1ccc(Cl)cc1
27. Cc1ccc(S(=O)(=O)N2CCC(C(=O)N[C@@H](C)C(=O)Nc3ccc4c(c3)OCO4)CC2)cc1
28. COc1ccc(C(C(=O)NC2CCCCC2)N(C(=O)c2ccccn2)c2cccnc2)c(OC)c1 (stereo not drawn)
29. COc1ccc(C2NC(=S)N3C(c4ccc(OC)cc4)NC(=S)N23)cc1 (stereo not drawn)
30. O=C(Cn1cc([N+](=O)[O-])cn1)Nc1ccn(Cc2c(F)c(F)c(F)c(F)c2F)n1
31. Cc1cc(C)c(NC(=S)NCCO)c(C)c1
32. COC(=O)C1N[C@@H]([C@@H](NC(=O)COc2ccccc2)C(=O)NCc2ccc(OC)cc2)SC1(C)C (stereo partly drawn)
screen / no.	25	26	27	28	29	30	31	32
CHRM1 antagonist	1	-3	-15	3	-4	-8	-14	9
OXTR ag	-2.3	.	-2.2	-0.1	0.0	1.4	-0.2	0.1
M1 PAM	9	5	13	1	-3	4	10	-9
V1R ag counter	-1.2	.	-1.1	-0.4	0.2	1.1	1.0	-1.4
CHO parental Ca	20	.	-11	-27	-8	-6	0	-19
OXTR potentiate	-12	.	-10	-8	-5	-6	1	-4
CHRM1 agonist	0	-1	-6	-7	-3	0	-4	-5
TAAR1 agonist	4	0	-3	1	16	20	2	16
TAAR1 antag	-51	-2	2	-7	-14	-19	-13	47

33. O=C(CCN1C(=O)S/C(=C/c2ccccc2)C1=O)Nc1ccc(O)c(C(=O)O)c1
34. O=c1c(Cc2ccc(F)cc2)c(O)ccn1Cc1ccco1
35. Cc1ccc(C(O)(CCN2CCCCC2)c2ccccc2)cc1 (stereo not drawn)
36. Cn1c(=O)c2c(nc(SCCCO)n2Cc2ccccc2Cl)n(C)c1=O
37. COc1ccc(CNC(=O)C2CC(c3cccc([N+](=O)[O-])c3)=NO2)cc1 (stereo not drawn)
38. N#Cc1cccc(NC(=O)c2cc(C3CCCCN3S(=O)(=O)c3ccccc3)on2)c1 (stereo not drawn)
39. O=C(NCCCN1CCOCC1)C(=O)N/N=C/c1c2ccccc2cc2ccccc12
40. O=C1c2ccccc2C(=O)N1CCOc1ccccc1Cl
screen / no.	33	34	35	36	37	38	39	40
CHRM1 antagonist	-8	-13	101*	-8	-2	-10	65*	-6
OXTR ag	-0.8	0.6	0.4	-1.0	6.1	.	1.5	-0.8
M1 PAM	11	8	-27	3	-2	2	-24	11
V1R ag counter	-0.7	-0.4	2.3	-0.1	6.2	.	0.9	-1.4
CHO parental Ca	2	-9	-12	8	-12	.	-12	-7
OXTR potentiate	-13	-3	-7	-9	-14	.	-7	-7
CHRM1 agonist	-2	3	-9	-4	-2	1	-11	2
TAAR1 agonist	1	4	2	9	9	3	0	2
TAAR1 antag	-15	8	-15	3	2	22	12	-21

Some of these compounds in order of count of non-hydrogen atoms, smallest number first:
11. CCCCOc1ccc(C(=O)Oc2cccnc2)cc1
19. CCC(=O)Nc1ccc2nc(SCC(=O)N3CCCC3)sc2c1
1. Cc1ccccc1NC(=O)COC(=O)CCc1c[nH]c2ccccc12
screen / no.	11	19	1
CHRM1 antagonist	5	-5	14
OXTR ag	1.1	0.3	2.5
M1 PAM	-5	5	5
V1R ag counter	2.3	-0.8	2.2
CHO parental Ca	-2	0	-8
OXTR potentiate	-19	-2	-8
CHRM1 agonist	-4	-1	2
TAAR1 agonist	13	.	19
TAAR1 antag	9	.	5

(listing goes on)
41. Cc1ccc(NC(=O)C2CC(=O)N(c3ccccc3Cl)C2)cc1S(=O)(=O)N1CCOCC1 (stereo not drawn)
42. O=C1CCN(CCc2ccccc2)CCN1CCO
43. Cc1cnc(NC(=O)c2ccc3c(c2)C(=O)N(Cc2ccco2)C3=O)s1
44. COc1ccccc1NC(=O)c1ccc(NC(=O)COC(=O)C2CCCCC2)cc1
45. CCc1cccc(C)c1NC(=O)COC(=O)c1ccc2c(c1)S(=O)(=O)c1ccccc1C2=O
46. O=C(COc1ccc(Br)cc1)OCc1nnc(-c2ccccc2)o1
47. COCCN(C(=O)CCC(=O)Nc1nccs1)C(C(=O)NCCC(C)C)c1ccc(F)cc1 (stereo not drawn)
48. Cc1cccc(NC(=S)N/C(=N/S(=O)(=O)c2ccccc2)c2ccccc2)c1
49. Cc1ccc2cc(CN(Cc3nnnn3Cc3ccco3)CC3CCCO3)c(=O)[nH]c2c1C (stereo not drawn)
50. Cc1cc(S(=O)(=O)n2[nH]c(=O)c(CCO)c2C)c(Cl)cc1Cl
screen / no.	41	42	43	44	45	46	47	48	49	50
CHRM1 antagonist	2	0	-7	-7	1	-11	0	-15&2	-5	16
OXTR ag	.	-0.5	1.1	-1.0	-0.5	3.8	-0.4	-0.4	-0.6	10
M1 PAM	15	6	7	-1	3	10	6	3&-1	7	-3
V1R ag counter	.	0.3	1.2	-0.2	0.9	3.0	-0.1	-0.2	0.6	8.1
CHO parental Ca	.	-5	-2	-12	-6	-11	-13	-7	-11	6
OXTR potentiate	.	-9	-11	-7	-11	-21	-6	-6	-2	-15
CHRM1 agonist	10	-3	2	-7	-1	-5	-4	-2&-4	-4	3
TAAR1 agonist	13	7	4	6	3	-1	4	0&6	10	4
TAAR1 antag	-2	-3	13	16	-7	23	-15	-6&-8	3	5

Structures shown so far that contain a cyano group (3):
15. C/C(NCC(C)(C)CN(C)C)=C(/C#N)C(=O)NCc1ccccc1
23. Cc1cc(C)c(C#N)c(N2CCN(S(=O)(=O)Cc3ccccc3)CC2)n1
38. N#Cc1cccc(NC(=O)c2cc(C3CCCCN3S(=O)(=O)c3ccccc3)on2)c1 (stereo not drawn)
screen / no.	15	23	38
CHRM1 antagonist	-14	-12	-10
OXTR ag	1.8	-0.6	.
M1 PAM	6	7	2
V1R ag counter	1.3	2.1	.
CHO parental Ca	-11	-17	.
OXTR potentiate	-14	-6	.
CHRM1 agonist	-5	1	1
TAAR1 agonist	7	4	3
TAAR1 antag	-4	-29	22
